hERG WT inh – qHTS for Inhibitors of KCHN2 3.1: Wildtype qHTS. Voltage-gated inwardly rectifying potassium channel KCNH2 (Homo sapiens), Q12809. U2OS, BacMam KCNH2, thallium flux FluxOr; active compounds read low. activity change, % at 1.84 µM. 340,000 tested, 0.37% active;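 active = maximum activity change below -70%; inconclusive = maximum activity change between -70% and -50%; inactive = maximum activity change above -50%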; note: % is set by controls: 0 for no effect and ±100 for the full control effect
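U2OS cells transduced with wild-type KCNH2 virus are loaded with FluxOr dye for 45 min, and thallium flux is measured in kinetic reads before and after stimulation buffer. Rate constants are normalized to DMSO controls.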
USP2a block – qHTS Assay for Inhibitors of Ubiquitin-specific Protease USP2a Using CHOP2 as the Reporter | USP2 core, Ub-CHOP2 coupled fluorogenic reporter, 485/531 | AID 463254, 2010 | Potency, µM (top dose mostly 38.3 µM), for the others: at the highest dose activity change, negative = inhibition, hits mostly inhibitors | 330,000 tested, 0.01% active | Ubiquitin carboxyl-terminal hydrolase 2 (Homo sapiens), O75604;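 note: potency is the fitted concentration of half-maximal effect; plate controls were DMSO wells for no effect and full inhibition by NEM control for full effect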
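USP2 core (10nM final) preincubated 30min RT with compound in 20mM Tris-HCl pH 8.0, 2mM CaCl2, 2mM beta-mercaptoethanol, 0.05% CHAPS; 25nM Ub-CHOP2 plus 25nM reporter substrate added, fluorescence (Ex485/Em531) read after 60min.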
Coupling enz – qHTS Assay for Inhibitors of Fructose-1,6-bisphosphate Aldolase from Giardia Lamblia: Coupling assay counterscreen; coupling enzyme system counterscreen, AmpLite Red fluorescence; activity change, negative = inhibition, % at 58.2 µM, hits read low; 290,000 tested, 0.67% active; AID 2472, 2010; in the data active = activity change below about -30%; note: % is set by controls: 0 for no effect and ±100 for the full control effect
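First, compound is pin-transferred into glyceraldehyde-3-phosphate coupling-enzyme reagent at 57.5 uM final and held 10 min at RT. Next, substrate, coupling system and AmpLite Red are added. After 20 min RT, fluorescence (525/598 nm) is read.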
TRPV1 ag – HTS Assay for Compounds that Act as Agonists of the Vanilloid Receptor 1; TRPV1-expressing cells, Fluo-8 calcium influx, agonist mode; 320,000 tested, 0.19% active; activation, % at 8.33 µM; in the data active = activation above about 80%; inconclusive = between about 30% and that limit; note: 0% is about no effect
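Cells expressing TRPV1 were dye-loaded with Fluo-8 and read kinetically: 10 s baseline, 3 min after compound (agonist portion), then 2 min after EC20 capsaicin (allosteric enhancer portion). Calcium-bound dye fluorescence at 480/520 nm.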
KCNH2 3.1 block – qHTS for Inhibitors of KCHN2 3.1: Mutant qHTS; Potassium voltage-gated channel subfamily H member 2, brain isoform KCNH2 3.1 (human); U2OS KCNH2 3.1, thallium flux FluxOr; active compounds read low; activity change, % (tested at about 1.8 µM); 340,000 tested, 0.95% active; AID 720553, 2013;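 active = maximum activity change below -70%; inconclusive = maximum activity change from -70% to -50%; inactive = maximum activity change above -50%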;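 note: thallium influx rate constant from kinetic fluorescence after stimulation buffer; % is set by controls: 0 for no effect and ±100 for the full control effect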
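Measured as rate of thallium-driven FluxOr signal in transduced U2OS cells carrying the 3.1 channel, read kinetically for 2 min upon stimulation; values are rate constants scaled to DMSO control wells.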
GALK inhibitor – qHTS Assay for Inhibitors of Human Galactokinase (GALK); P51570; Purified GALK, Kinase-Glo residual ATP luminescence; Potency, µM (titrated, usually from 57.5 µM), for inactives: top-dose activity change, negative = inhibition, hits mostly inhibitors; 270,000 tested, 0.007% active; note: potency is the fitted concentration of half-maximal effect; % is set by controls: 0 for no effect and ±100 for the full control effect
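Human GALK (5 nM) with 35 uM ATP and 100 uM galactose in 20 mM HEPES pH 8.0, 5 mM MgCl2, 60 mM NaCl, 1 mM DTT, 0.01% BSA. After 1 h at room temperature, leftover ATP was read by Kinase-Glo Plus luminescence.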
PKM2 activator – qHTS Assay for Activators of Human Muscle isoform 2 Pyruvate Kinase. purified PKM2, Kinase-Glo ATP luminescence, activation; response scale: 0% is enzyme alone, no compound. Potency, µM (doses to about 57.5 µM), for inactives: at the highest dose activation, most hits filed as activators. 260,000 tested, 0.34% active. AID 1631, 2009; note: potency is the fitted concentration of half-maximal effect; % is set by controls: 0 for no effect and ±100 for the full control effect; nearly all actives have a fitted effect of over 55% in size
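ATP formation by purified human PK-M2, quantified via coupled luciferase luminescence after 1 h at room temperature with 0.1 mM ADP and 0.5 mM PEP final.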
B2AR arrestin – qHTS assay of beta-arrestin-biased ligands of beta2-adrenergic receptor | Beta-2 adrenergic receptor (Homo sapiens), P07550 | Potency, µM (series often up to 46.1 µM), without a hit: top-dose activation, usual class: activators | AID 492947, 2010 | 330,000 tested, 0.02% active | beta-arrestin recruitment to beta2AR, cell-based reporter;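 note: potency is the fitted concentration of half-maximal effect; 0% = DMSO controls and full agonism = EC100 isoproterenol or metaproterenol; nearly all actives have a fitted effect of over 65% in size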
Giardia kill – Small Molecules that selectively kill Giardia lamblia: qHTS; 340,000 tested, 0.15% active; Giardia lamblia trophozoite viability; activity change, % at 7.66 µM, hits read low; in the data active = activity change below about -80%; inconclusive = between about -30% and that limit;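 note: parasites exposed to compound for two days anaerobically before the ATP read; % is set by controls: 0 for no effect and ±100 for the full control effect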
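ATP-content bioluminescence gauges trophozoite survival. Cells (100/well) receive compound and incubate anaerobically for 48 hrs at 37 deg C; detection reagent follows for 15-30 min at room temperature.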
Menin-MLL TR inh – qHTS Assay for Inhibitors Targeting the Menin-MLL Interaction in MLL Related Leukemias: Competition With Texas Red Labeled MLL-derived Mutant Peptide. O00255. Menin + Texas Red MLL mutant peptide, fluorescence polarization. Potency, µM (doses to about 61.6 µM), for inactives: at the highest dose FP activity change, negative = inhibition, hits mostly inhibitors. 270,000 tested, 0.23% active; active = well fitted inhibition curve with a large enough effect in the polarisation, with a control signal flat, not every such curve was filed as active; inconclusive = small, poorly fitted or top-dose-only effect, or effect the other way, or a change in a side signal; inactive = no such curve, though single readings can be large or run the other way; the % refers to the polarisation; note: potency is the fitted concentration of half-maximal effect; % of control where 0% means no effect; many of its hits are not listed in these tables
CXXC DNA block – qHTS Fluorescence Polarization Assay for Inhibitors of MLL CXXC domain - DNA interaction; Potency, µM (highest dose often 115 µM), without a hit: at the top dose activity change, negative = inhibition, actives largely listed as inhibitors; AID 2662, 2010; Histone-lysine N-methyltransferase 2A (Homo sapiens), Q03164; MLL-CXXC / FITC-HOXA9 DNA fluorescence polarization; 290,000 tested, 0.037% active; active = well fitted inhibition curve with a large enough effect in the polarisation, with a control signal flat, not every such curve was filed as active; inconclusive = small, poorly fitted or top-dose-only effect, or effect the other way, or a change in a side signal; inactive = no such curve, though single readings can be large or run the other way; the % refers to the polarisation; note: potency is the fitted concentration of half-maximal effect
Target sequence (Q03164 whole entry, looked up, the tested form may be a part): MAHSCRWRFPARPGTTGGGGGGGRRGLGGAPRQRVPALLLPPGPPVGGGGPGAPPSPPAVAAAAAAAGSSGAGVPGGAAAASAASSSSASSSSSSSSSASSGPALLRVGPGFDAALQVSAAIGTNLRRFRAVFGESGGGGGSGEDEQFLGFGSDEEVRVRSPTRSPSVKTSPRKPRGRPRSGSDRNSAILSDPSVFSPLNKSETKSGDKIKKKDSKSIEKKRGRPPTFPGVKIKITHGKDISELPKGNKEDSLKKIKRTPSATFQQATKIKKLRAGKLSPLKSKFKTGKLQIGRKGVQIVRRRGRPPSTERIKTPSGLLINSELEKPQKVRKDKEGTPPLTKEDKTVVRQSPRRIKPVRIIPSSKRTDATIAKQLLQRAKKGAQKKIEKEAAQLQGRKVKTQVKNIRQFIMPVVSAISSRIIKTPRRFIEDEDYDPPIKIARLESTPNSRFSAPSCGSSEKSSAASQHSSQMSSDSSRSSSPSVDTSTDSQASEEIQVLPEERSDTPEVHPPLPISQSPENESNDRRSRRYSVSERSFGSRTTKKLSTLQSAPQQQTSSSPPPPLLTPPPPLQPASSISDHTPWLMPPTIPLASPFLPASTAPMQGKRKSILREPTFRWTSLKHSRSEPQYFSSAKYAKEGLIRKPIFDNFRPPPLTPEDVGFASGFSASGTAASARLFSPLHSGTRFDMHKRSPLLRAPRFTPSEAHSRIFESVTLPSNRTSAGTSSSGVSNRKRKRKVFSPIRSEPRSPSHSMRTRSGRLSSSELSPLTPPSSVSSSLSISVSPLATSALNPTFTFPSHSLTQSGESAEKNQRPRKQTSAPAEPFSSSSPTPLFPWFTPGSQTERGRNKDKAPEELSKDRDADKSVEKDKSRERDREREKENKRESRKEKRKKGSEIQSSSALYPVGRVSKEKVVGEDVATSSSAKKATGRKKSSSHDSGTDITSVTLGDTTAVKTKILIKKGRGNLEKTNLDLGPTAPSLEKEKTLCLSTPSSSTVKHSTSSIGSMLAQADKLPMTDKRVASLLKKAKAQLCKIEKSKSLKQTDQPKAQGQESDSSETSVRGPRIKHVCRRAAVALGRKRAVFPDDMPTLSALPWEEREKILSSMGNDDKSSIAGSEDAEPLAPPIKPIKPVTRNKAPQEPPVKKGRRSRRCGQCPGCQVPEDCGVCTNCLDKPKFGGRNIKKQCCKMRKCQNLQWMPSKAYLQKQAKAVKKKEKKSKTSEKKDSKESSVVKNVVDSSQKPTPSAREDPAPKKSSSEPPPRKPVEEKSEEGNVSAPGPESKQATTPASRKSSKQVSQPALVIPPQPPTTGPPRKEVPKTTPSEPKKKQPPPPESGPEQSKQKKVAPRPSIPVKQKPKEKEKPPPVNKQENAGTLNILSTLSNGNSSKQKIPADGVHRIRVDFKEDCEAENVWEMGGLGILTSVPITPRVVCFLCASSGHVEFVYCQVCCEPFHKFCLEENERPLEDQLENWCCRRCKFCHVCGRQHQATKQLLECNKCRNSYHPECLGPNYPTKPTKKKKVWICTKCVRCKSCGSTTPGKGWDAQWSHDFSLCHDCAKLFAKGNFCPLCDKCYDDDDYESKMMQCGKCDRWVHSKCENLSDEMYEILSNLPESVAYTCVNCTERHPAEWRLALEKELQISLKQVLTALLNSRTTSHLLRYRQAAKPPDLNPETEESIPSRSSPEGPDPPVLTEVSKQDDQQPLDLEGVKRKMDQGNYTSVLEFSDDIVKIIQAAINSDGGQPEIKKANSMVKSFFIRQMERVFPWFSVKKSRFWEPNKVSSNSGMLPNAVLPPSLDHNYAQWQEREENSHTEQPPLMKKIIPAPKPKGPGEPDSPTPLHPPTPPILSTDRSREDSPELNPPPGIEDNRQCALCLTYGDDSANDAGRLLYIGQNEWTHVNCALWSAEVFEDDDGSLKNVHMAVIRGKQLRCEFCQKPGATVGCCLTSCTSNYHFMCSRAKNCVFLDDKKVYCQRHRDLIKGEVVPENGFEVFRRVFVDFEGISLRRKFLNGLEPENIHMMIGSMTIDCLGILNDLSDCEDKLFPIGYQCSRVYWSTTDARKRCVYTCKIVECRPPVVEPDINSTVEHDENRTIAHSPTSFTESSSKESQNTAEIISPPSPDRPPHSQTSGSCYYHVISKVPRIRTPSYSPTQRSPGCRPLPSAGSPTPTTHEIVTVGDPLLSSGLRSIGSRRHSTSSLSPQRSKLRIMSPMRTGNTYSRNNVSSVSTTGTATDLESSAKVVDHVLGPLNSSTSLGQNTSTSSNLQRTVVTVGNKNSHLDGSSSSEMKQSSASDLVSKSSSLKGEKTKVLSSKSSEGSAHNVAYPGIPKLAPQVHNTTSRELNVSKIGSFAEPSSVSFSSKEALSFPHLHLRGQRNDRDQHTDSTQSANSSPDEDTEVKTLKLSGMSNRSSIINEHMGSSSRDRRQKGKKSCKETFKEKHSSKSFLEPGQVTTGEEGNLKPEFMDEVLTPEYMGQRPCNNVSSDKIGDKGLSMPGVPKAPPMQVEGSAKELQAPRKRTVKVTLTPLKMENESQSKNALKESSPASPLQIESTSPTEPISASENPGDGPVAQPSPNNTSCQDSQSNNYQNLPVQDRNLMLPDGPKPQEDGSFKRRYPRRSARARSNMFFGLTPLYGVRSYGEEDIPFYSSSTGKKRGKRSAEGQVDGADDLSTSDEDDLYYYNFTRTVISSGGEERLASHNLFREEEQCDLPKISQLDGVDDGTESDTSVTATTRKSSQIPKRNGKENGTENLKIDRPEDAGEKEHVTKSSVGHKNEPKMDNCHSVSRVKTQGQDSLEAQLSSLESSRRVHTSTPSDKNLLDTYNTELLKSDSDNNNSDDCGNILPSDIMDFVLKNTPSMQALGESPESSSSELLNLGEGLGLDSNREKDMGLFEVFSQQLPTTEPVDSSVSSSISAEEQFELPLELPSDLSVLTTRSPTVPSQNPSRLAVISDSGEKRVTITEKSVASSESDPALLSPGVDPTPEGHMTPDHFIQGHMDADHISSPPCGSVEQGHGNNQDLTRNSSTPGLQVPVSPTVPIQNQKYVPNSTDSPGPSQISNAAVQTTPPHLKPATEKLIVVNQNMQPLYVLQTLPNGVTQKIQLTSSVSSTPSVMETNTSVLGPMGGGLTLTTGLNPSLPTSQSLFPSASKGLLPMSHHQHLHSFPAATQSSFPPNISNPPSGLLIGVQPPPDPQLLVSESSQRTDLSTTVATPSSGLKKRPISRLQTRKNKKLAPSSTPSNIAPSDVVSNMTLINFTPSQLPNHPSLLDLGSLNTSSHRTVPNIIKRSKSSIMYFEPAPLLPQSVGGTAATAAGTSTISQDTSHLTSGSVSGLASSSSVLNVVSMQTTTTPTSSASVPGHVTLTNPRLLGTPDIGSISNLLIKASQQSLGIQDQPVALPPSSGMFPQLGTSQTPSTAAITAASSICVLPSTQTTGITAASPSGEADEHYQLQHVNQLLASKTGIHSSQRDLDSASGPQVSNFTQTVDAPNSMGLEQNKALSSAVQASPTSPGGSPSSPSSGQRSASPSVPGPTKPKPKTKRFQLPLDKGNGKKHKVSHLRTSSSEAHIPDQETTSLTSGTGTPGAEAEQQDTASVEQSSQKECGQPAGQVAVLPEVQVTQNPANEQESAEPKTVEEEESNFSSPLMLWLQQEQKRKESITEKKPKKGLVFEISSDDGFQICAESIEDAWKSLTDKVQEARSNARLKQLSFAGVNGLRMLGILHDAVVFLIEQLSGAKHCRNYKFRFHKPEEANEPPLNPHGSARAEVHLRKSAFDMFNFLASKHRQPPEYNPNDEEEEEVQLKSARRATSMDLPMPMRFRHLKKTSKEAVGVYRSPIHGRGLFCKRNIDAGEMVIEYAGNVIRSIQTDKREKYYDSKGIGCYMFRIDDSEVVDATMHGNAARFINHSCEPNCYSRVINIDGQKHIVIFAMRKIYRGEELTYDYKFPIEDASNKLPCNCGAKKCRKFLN
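Fluorescence polarization: 7 uM MLL-CXXC (stock) preincubated 5 min with compounds, then 50 nM fluorescein-HOX-A9 DNA (stock) added; 30 min ambient. Buffer 50 mM Tris-HCl pH 7.5, 50 mM NaCl, 1 mM DTT, 0.05% BSA.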
Numbers without * were called inactive; i = inactive; ? = inconclusive; · = not tested or not shown; [ ] = another dose, or the depositor's remark. Unless noted, calls come from the whole dose curve; as a rule, active = well fitted curve in the direction sought with a large enough effect; inconclusive = small, poorly fitted or top-dose-only effect, or another doubt; inactive = no such curve, though single readings can be large; an effect the other way counts as inactive or inconclusive. These rows are one share of the data. The share of hits here may be higher or lower than overall.

SMILES	hERG WT inh	USP2a block	Coupling enz	TRPV1 ag	KCNH2 3.1 block	GALK inhibitor	PKM2 activator	B2AR arrestin	Giardia kill	Menin-MLL TR inh	CXXC DNA block
CCCCOc1ccc(NC(=O)CSc2cccc3cccnc23)cc1	i	-1.1%	0.0	-5.1	3.0	2.0%	7.0%	?	-0.1	-0.8%	5.5%
CN1CCN(c2nc(Nc3cccc(C(F)(F)F)c3)nc(N3CCOCC3)n2)CC1	58.4	3.6%	-3.6	-0.9	-4.5	-0.2%	-5.6%	-0.3%	21.3	7.2%	4.8%
Cc1c(OC(C)C(=O)NCc2ccncc2)ccc2c3c(c(=O)oc12)CCCC3 (stereo not given)	-9.9	1.8%	·	?	-77.8*	-7.0%	·	-1.2%	18.6	·	56.1%[activator]
CCN(CCNC(=O)C1=C(C)C(=O)OC12CCC(C)CC2)c1ccccc1 (stereo not given)	-0.2	0.4%	-3.4	18.9	4.7	·	-9.3%	-0.5%	5.9	·	-1.6%
CCOC(=O)C(C(=O)NCc1ccc(C)cc1)c1ncc(C(F)(F)F)cc1Cl (stereo not given)	-11.3	-0.8%	2.8	10.3	-2.3	-1.0%	1.4%	-0.7%	-6.8	-28.2%	-3.7%
COc1cc(/C=C2\SC(=O)N(CCNC(=O)c3sc4cc(F)ccc4c3Cl)C2=O)cc(OC)c1OC	6.1	4.1%	-7.8	-2.0	-1.2	1.7%	?	-0.2%	4.7	-0.2%	21.5%
CCn1c(P(C)(=O)O)nc2cc(NC(=O)c3ccccc3Cl)ccc21	0.0	2.5%	-3.7	2.2	-9.3	-2.7%	-1.2%	0.1%	-12.6	-7.6%	1.7%
COc1cc2c(C#N)c(N3CCN(c4ccccc4OC)CC3)nc(N)c2c(N)n1	2.0	-5.3%	-52.3*	3.4	-9.9	-3.8%	-0.4%	0.7%	6.2	?	10.0%
O=C1CC(N2CCc3ccccc32)C(=O)N1c1ccccc1 (stereo not given)	3.7	2.6%	-0.4	2.1	-16.6	-1.2%	0.4%	-0.7%	0.3	·	-3.4%
CC(=O)c1ccc(NC(=O)c2ccc3c(=O)n4c(nc3c2)CCCCC4)cc1	-7.3	1.9%	·	0.6	4.4	-3.3%	·	-1.6%	19.8	·	10.2%
COC(CN1CCc2c(C)nc3c(C#N)cnn3c21)OC	-1.4	4.2%	1.2	0.7	30.2	0.1%	1.0%	0.1%	-6.3	-14.4%	4.1%
Cc1ccccc1NC(=O)COC(=O)CCSc1ccccc1	-9.6	1.8%	1.7	17.0	-14.6	1.2%	-16.9%	0.3%	-5.7	10.5%	1.8%
CCOC(=O)CSc1nnc(CNC(=O)c2cccs2)n1Cc1ccccc1	1.2	2.9%	0.4	6.8	22.9	0.8%	-1.9%	-0.1%	-5.9	-1.3%	-2.7%
CCOC(=O)c1sc(NC(=O)c2ccc(S(=O)(=O)N(C)C)cc2)nc1C	-14.5	-0.9%	-0.7	?	5.4	0.0%	5.1%	0.1%	1.6	·	24.2%
Cc1nn(Cc2ccccc2Cl)c(C)c1NC(=O)NC12CC3CC(CC(C3)C1)C2	0.0	0.7%	7.7	12.0	-30.0	-1.8%	3.4%	0.2%	-14.2	?	-3.1%
CCC1CCC2(CC1)NC(=O)N(CC(=O)c1c(C)[nH]c3ccccc13)C2=O (stereo not given)	-22.6	-1.8%	0.9	13.5	-0.3	1.4%	-3.0%	-0.2%	7.3	11.9%	12.3%
Cc1cc(C(=O)Nc2ccc(Cl)cc2)c(C)n1Cc1cccs1	-37.2	-3.9%	0.4	?	-4.9	-0.9%	-1.5%	-0.9%	-20.9	·	9.6%
CCOc1ccccc1/C=N/NC(=O)CSc1n[nH]c(=O)[nH]c1=O	-1.7	1.4%	1.1	0.3	16.5	8.3%	-6.1%	-1.8%	-4.3	-8.9%	5.7%
COc1ccc2c(c1)c1nc3ccccc3nc1n2Cc1ccc(OC(C)C)c(OC)c1	0.3	5.1%	0.5	17.7	-2.3	-1.7%	-1.1%	0.0%	-4.9	2.0%	4.9%
CCOC(=O)c1sc2ncnc(N3CCN(C(=O)OCC)CC3)c2c1C	5.2	3.6%	0.5	19.6	3.1	1.0%	-15.1%	-1.0%	9.5	-8.0%	3.9%
COc1ccc(OC)c(NC(=O)CNC(c2ccccc2)c2ccccc2)c1	-3.2	-0.8%	-1.3	27.0	-27.9	-0.9%	·	2.0%	9.6	17.5%	?
C/C(=N\Nc1cccc2cccnc12)c1ccc(N)cc1	-0.9	-0.3%	-8.9	-3.0	7.7	1.4%	-5.0%	-0.2%	0.9	?	?
COc1ccc(NC(=O)CN(C)C(=O)CCC2CCCC2)cc1	2.0	2.0%	·	-2.4	-4.9	-1.8%	0.1%	-0.1%	-2.4	·	-6.3%
COc1ccc(NC(=O)Cn2nc(C)c([N+](=O)[O-])c2C)cn1	-0.6	-0.2%	-1.7	-1.3	3.3	-0.1%	-1.7%	0.1%	-7.9	-22.4%	-2.3%
Cc1cc(C)n(-c2ncnc3sc(C)c(C)c23)n1	-12.1	0.9%	1.6	-1.5	3.1	-0.3%	-1.1%	0.2%	-20.7	-13.5%	-0.3%
CCCCOc1ccccc1Cn1c(=O)oc2ccccc21	8.9	1.7%	1.1	18.8	-10.3	-1.7%	1.3%	0.1%	-14.9	-0.6%	-6.9%
Cc1ccc2cc(C)c(SCC(=O)Nc3cc(C)on3)nc2c1	0.0	-3.1%	-0.5	17.9	-8.8	-1.3%	·	-0.5%	4.3	·	7.3%
CCOc1cc2c(cc1OCC)C(C(=O)O)C(c1cc(OC)c(OC)c(OC)c1)N(C)C2=O (stereo not given)	2.5	-1.9%	4.2	-0.7	8.6	·	-1.0%	-0.8%	22.4	2.7%	18.0%
O=S(=O)(Cc1ccccc1)c1ccccc1-c1nnc(-c2ccccc2)o1	-16.3	1.6%	6.0	·	?	-0.4%	0.1%	-0.3%	1.3	1.7%	0.4%
CCN(CC)c1ncnc2scc(C3COc4ccccc4O3)c12 (stereo not given)	4.9	3.5%	4.3	6.6	2.2	0.0%	-1.1%	-0.1%	3.8	-2.5%	-2.1%
COc1cc(/C=N/NC(=O)c2c(-c3ccccc3)noc2C)cc(OC)c1OC	i	2.7%	-0.7	0.6	-6.6	0.9%	2.1%	-0.8%	-19.3	-1.1%	-2.2%

Full records from above. Values in the order: hERG WT inh	USP2a block	Coupling enz	TRPV1 ag	KCNH2 3.1 block	GALK inhibitor	PKM2 activator	B2AR arrestin	Giardia kill	Menin-MLL TR inh	CXXC DNA block
CCCCOc1ccccc1Cn1c(=O)oc2ccccc21 is listed as 8.9	1.7%	1.1	18.8	-10.3	-1.7%	1.3%	0.1%	-14.9	-0.6%	-6.9%
COc1ccc(OC)c(NC(=O)CNC(c2ccccc2)c2ccccc2)c1 is listed as -3.2	-0.8%	-1.3	27.0	-27.9	-0.9%	·	2.0%	9.6	17.5%	?
COc1ccc(NC(=O)CN(C)C(=O)CCC2CCCC2)cc1 is listed as 2.0	2.0%	·	-2.4	-4.9	-1.8%	0.1%	-0.1%	-2.4	·	-6.3%
COc1ccc(NC(=O)Cn2nc(C)c([N+](=O)[O-])c2C)cn1 is listed as -0.6	-0.2%	-1.7	-1.3	3.3	-0.1%	-1.7%	0.1%	-7.9	-22.4%	-2.3%

Compound activity from PubChem BioAssay.
